From PubChem BioAssay
TLR9-MyD88 block: blocks human TLR9 binding to MyD88 | Q9NR96+Q99836 | CHO BLA complementation TLR9-MyD88, CCF4 FRET ratio | inhibition, % at 4.98 µM | 340,000 tested, 0.21% active;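 active = inhibition above the mean over all tested compounds plus 3 SD, cut at about 21% in these data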;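 also: 0% = DMSO only wells and 100% = clavulanate BLA inhibitor control wells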
H9c2 protect: protects H9c2 cardiomyocytes from peroxide injury; H2O2 injury protection, ATPLite, 2 h; protection from H2O2 cell death, % at 20 µM; 360,000 tested, 0.63% active;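 active = compounds giving at least 50% protection of heart cells from peroxide-induced death in the single-dose screen, raw or plate-pattern-corrected value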;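 also: 0% = DMSO wells with peroxide and 100% = DMSO wells without peroxide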
ABCB6 inh MLPCN: blocks the human ABCB6 transporter | K562-ABCB6 porphyrin accumulation, flow cytometry, 1 h; active compounds read low | fluorescence ratio to DMSO, % at 10 µM | 360,000 tested, 0.19% active | AID 602162;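 active = fluorescence ratio to DMSO below 75%, the collection mean minus 3 SD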;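 also: signal is porphyrin accumulated inside mitochondria; 100% equals median channel fluorescence of DMSO control wells; lower ratio means ABCB6 inhibition with less porphyrin fluorescence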
Target sequence (Q9NP58 whole entry, looked up): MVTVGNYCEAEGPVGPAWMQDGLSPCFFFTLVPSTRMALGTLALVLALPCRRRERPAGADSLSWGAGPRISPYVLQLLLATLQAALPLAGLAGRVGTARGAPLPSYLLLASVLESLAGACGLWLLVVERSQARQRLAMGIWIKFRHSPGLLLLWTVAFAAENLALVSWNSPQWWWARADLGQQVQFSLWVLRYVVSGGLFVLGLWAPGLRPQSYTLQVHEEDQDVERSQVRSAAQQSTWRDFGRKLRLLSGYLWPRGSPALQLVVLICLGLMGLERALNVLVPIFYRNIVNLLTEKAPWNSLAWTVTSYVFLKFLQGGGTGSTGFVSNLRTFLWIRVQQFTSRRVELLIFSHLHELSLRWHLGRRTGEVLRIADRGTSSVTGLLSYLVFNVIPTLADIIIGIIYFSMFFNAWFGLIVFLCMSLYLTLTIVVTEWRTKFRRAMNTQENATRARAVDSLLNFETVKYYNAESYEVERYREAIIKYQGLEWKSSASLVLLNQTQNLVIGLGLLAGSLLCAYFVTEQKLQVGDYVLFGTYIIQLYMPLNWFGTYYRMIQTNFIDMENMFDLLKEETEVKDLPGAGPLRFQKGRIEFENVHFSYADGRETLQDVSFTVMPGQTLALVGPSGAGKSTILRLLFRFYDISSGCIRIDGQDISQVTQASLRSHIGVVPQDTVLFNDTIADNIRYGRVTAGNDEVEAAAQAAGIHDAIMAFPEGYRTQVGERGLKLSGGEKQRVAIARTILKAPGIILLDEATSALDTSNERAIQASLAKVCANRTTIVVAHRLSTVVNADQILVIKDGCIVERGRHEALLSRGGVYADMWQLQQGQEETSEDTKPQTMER
NOD2 RIPK2 PPI: NOD2-RIPK2 protein interaction inhibition. CHO BLA complementation NOD2-RIPK2, CCF4 ratio. inhibition, % at 4.98 µM. 360,000 tested, 0.38% active. AID 624267; in the data active = inhibition above about 21%;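 also: 0% = vehicle only and 100% = reference blocker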
MC4R antagonist: human MC4R antagonism in cAMP assay. P32245. MC4R-expressing cells, MTII-stimulated cAMP, LANCE TR-FRET. inhibition, % at 6.5 µM. 360,000 tested, 0.48% active. AID 540295;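 active = inhibition above its plate's cutoff, the mean of tested wells on that plate plus 3 SD, cut at about 29% in these data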;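 also: 0% = Melanotan II alone and 100% = Melanotan II plus saturating MCL0020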
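Material: human MC4R-expressing U2OS cells. Probe or stimulus: Melanotan II challenge. Dosing: 6.5 µM single dose. Times: 30-min compound, 1-h challenge, 1-h detection, room temperature. Technique: TR-FRET with Eu-cAMP and labeled anti-cAMP, 671 nm. Replication: singlicate.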
MC4R ag barr: agonists of human melanocortin 4 receptor (MC4R) beta-arrestin; U2OS MC4R beta-arrestin complementation, luminescence; percent of melanotan II response, DMSO zero; activation, % at 8.9 µM; AID 540308; P32245; 360,000 tested, 0.98% active;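 active = activation above a per-plate cutoff, the mean activation of sample wells on that plate plus 3 SD, cut at about 8% in these data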
SRC2 inh: human SRC2 (NCOA2) inhibition; Q15596; HEK293 GAL4-SRC2 luciferase reporter, luminescence; inhibition, % at 9 µM; 370,000 tested, 0.17% active; AID 651957;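 active = inhibition above the mean inhibition of all tested compounds plus 3 SD, set per campaign, cut at about 52% in these data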;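 also: 0% = DMSO treated cells and 100% = cells given Gossypol at 36 µM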
N-glyco inh: N-linked glycosylation inhibition. D54 ERlucT glycosylation luciferase reporter, 24 h; percent of 100 nM tunicamycin response. reporter increase, % at 12.5 µM. 360,000 tested, 0.23% active;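 active = mean luciferase reporter signal, scaled so untreated is 0 and the glycosylation-blocking control 100, at or above a set limit in every replicate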;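 also: luciferase carries N-glycosylation sites so blocking glycosylation raises the light; 0% = median of neutral control wells and 100% = median of 100 nM tunicamycin wells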
HTR2A ag: mouse HTR2A agonism via beta-arrestin recruitment. activation, % at 7.6 µM. AID 624169. P35363. CHO-K1 mHTR2A beta-arrestin complementation, luminescence; percent of 30 µM serotonin response. 360,000 tested, 0.66% active;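 active = activation above a run cutoff, the mean activation of all tested compounds plus 3 SD, cut at about 14% in these data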;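 also: 0% = plate median of compound wells and 100% = 30 µM serotonin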
ABHD5 PLIN5 PPI: blocks binding of human ABHD5 to perilipin-5. inhibition, % at 4 µM. Split G. princeps luciferase complementation, luminescence, 4 h. 360,000 tested, 0.78% active. Q00G26+Q8WTS1;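 active = inhibition above the mean inhibition across every tested compound plus 3 SD, cut at about 22% in these data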;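 also: 0% = DMSO only wells and the 100% control is not disclosed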
Numbers without * were called inactive; . = no result given; & = joins results of further samples.

Start of the data: the first 14 entries, ahead of the listing:
SMILES	TLR9-MyD88 block	H9c2 protect	ABCB6 inh MLPCN	NOD2 RIPK2 PPI	MC4R antagonist	MC4R ag barr	SRC2 inh	N-glyco inh	HTR2A ag	ABHD5 PLIN5 PPI
CCc1ccc(/C=C2\SC(N3CCOCC3)=NC2=O)cc1	3	-2	92	17	-8	-3.5	-39	1	-4	9
Cc1ccccc1N(C(=O)c1snc(C(N)=O)c1N)C(C(=O)NCc1ccccc1)c1ccc(O)cc1 (configuration not stated)	-13	51*	99	1	28	1.7	15	-4	-1	-8
O=c1c2c(nc3c(-c4cccc(Br)c4)c[nH]n13)CCCC2	10	1	90	-6	-6	0.1	-8	0	6	8
CCC(C)n1c(SCC(=O)N(CC)c2c(N)n(Cc3ccccc3)c(=O)[nH]c2=O)nc2ccccc2c1=O (configuration not stated)	2	2	94	-1	-2	-0.2	8	2	10	6
CNC(=O)c1ccc(NC(=O)CN2c3cccc4cccc(c34)S2(=O)=O)cc1	0	5	98	-1	-5	-0.1	13	3	-8	8
Cc1ccc(N(CCC(=O)N2CCOCC2)S(=O)(=O)c2ccccc2)cc1	-6	2	98	-2	13	0.4	-18	0	2	0
O=C1c2ccccc2C(=O)N1c1ncccn1	1	-7	111	-14	8	1.4	-31	3	22*	0
COc1ccc(/C=C(\C#N)C(=O)NCCCn2ccnc2)cc1	1	-2	101	11	7	-1.1	-2	2	-3	-3
Cc1noc(C)c1S(=O)(=O)N(C)C[C@H]1Oc2ccc(NC(=O)NC(C)C)cc2C(=O)N([C@H](C)CO)C[C@@H]1C	10	9	97	6	5	-1.8	4	1	8	12
COc1ccc(S(=O)(=O)N(C(=O)c2ccncc2)c2ccc3oc4c(c3c2)CCCC4)cc1	-17	-2	101	1	3	-0.9	5	4	-2	8
O=c1cc(N2CCN(Cc3ccccc3)CC2)[nH]c(=O)n1Cc1ccc(F)cc1	-10	-2	96	-5	10	-2.8	6	-2	8	0
COc1cccc(CNc2nc3ccccc3n2CCN2CCCCC2)c1OC	-1	-8	93	-1	12	-1.8	2	-5	-7	13
O=C(COC(=O)CCNS(=O)(=O)c1cccs1)Nc1ccccc1	6	9	97	2	3	-0.5	6	0	-5	-1
CC(C)N(CCCNC(=O)C1CCC(CNS(=O)(=O)c2ccccc2)CC1)Cc1ccccc1 (configuration not stated)	5	-9	94	-11	2	-0.2	22	-3	-10	-10

This part in full, from the first entry:
SMILES	TLR9-MyD88 block	H9c2 protect	ABCB6 inh MLPCN	NOD2 RIPK2 PPI	MC4R antagonist	MC4R ag barr	SRC2 inh	N-glyco inh	HTR2A ag	ABHD5 PLIN5 PPI
CCc1ccc(/C=C2\SC(N3CCOCC3)=NC2=O)cc1	3	-2	92	17	-8	-3.5	-39	1	-4	9
Cc1ccccc1N(C(=O)c1snc(C(N)=O)c1N)C(C(=O)NCc1ccccc1)c1ccc(O)cc1 (configuration not stated)	-13	51*	99	1	28	1.7	15	-4	-1	-8
O=c1c2c(nc3c(-c4cccc(Br)c4)c[nH]n13)CCCC2	10	1	90	-6	-6	0.1	-8	0	6	8
CCC(C)n1c(SCC(=O)N(CC)c2c(N)n(Cc3ccccc3)c(=O)[nH]c2=O)nc2ccccc2c1=O (configuration not stated)	2	2	94	-1	-2	-0.2	8	2	10	6
CNC(=O)c1ccc(NC(=O)CN2c3cccc4cccc(c34)S2(=O)=O)cc1	0	5	98	-1	-5	-0.1	13	3	-8	8
Cc1ccc(N(CCC(=O)N2CCOCC2)S(=O)(=O)c2ccccc2)cc1	-6	2	98	-2	13	0.4	-18	0	2	0
O=C1c2ccccc2C(=O)N1c1ncccn1	1	-7	111	-14	8	1.4	-31	3	22*	0
COc1ccc(/C=C(\C#N)C(=O)NCCCn2ccnc2)cc1	1	-2	101	11	7	-1.1	-2	2	-3	-3
Cc1noc(C)c1S(=O)(=O)N(C)C[C@H]1Oc2ccc(NC(=O)NC(C)C)cc2C(=O)N([C@H](C)CO)C[C@@H]1C	10	9	97	6	5	-1.8	4	1	8	12
COc1ccc(S(=O)(=O)N(C(=O)c2ccncc2)c2ccc3oc4c(c3c2)CCCC4)cc1	-17	-2	101	1	3	-0.9	5	4	-2	8
O=c1cc(N2CCN(Cc3ccccc3)CC2)[nH]c(=O)n1Cc1ccc(F)cc1	-10	-2	96	-5	10	-2.8	6	-2	8	0
COc1cccc(CNc2nc3ccccc3n2CCN2CCCCC2)c1OC	-1	-8	93	-1	12	-1.8	2	-5	-7	13
O=C(COC(=O)CCNS(=O)(=O)c1cccs1)Nc1ccccc1	6	9	97	2	3	-0.5	6	0	-5	-1
CC(C)N(CCCNC(=O)C1CCC(CNS(=O)(=O)c2ccccc2)CC1)Cc1ccccc1 (configuration not stated)	5	-9	94	-11	2	-0.2	22	-3	-10	-10
Cc1cc(C(=O)CSc2nc(N)cc(N)n2)c(C)n1-c1cccc(C(F)(F)F)c1	-6	-14	103	-12	25	1.7	3	-1	4	1
CC(=O)c1ccc(OCc2cc(C(=O)N3CCOCC3)no2)cc1	-14	-1	105	3	0	-1.5	-89	-1	-3	-8
BrC(=C\c1ccccc1)/C=N/Nc1ccc2nncn2n1	9	0	95	2	-8	-1.9	1	4	-7	11
CCc1nn(CCCN2CCN(c3cccc(Cl)c3)CC2)c(=O)n1CCOc1ccccc1	0&-2	-16&-18	91&91	-4&2	6&8	4.3&4.1	8&14	-6&-2	-6&-11	8&11
CC1Cc2ccccc2N1S(=O)(=O)c1cccc2nsnc12 (configuration not stated)	-3	-13	124	-4	-1	0.1	4	-5	3	-2
N#CC(c1ccccc1)c1ccc([N+](=O)[O-])cc1 (configuration not stated)	.	-6	95	8	.	.	-49	-4	-7	0
CCCCC1CCC(C(=O)N(C)CC(=O)Nc2cccc(F)c2)CC1 (configuration not stated)	8	-13	102	-6	3	2.3	24	-1	5	8
COCCN(C(=O)COC(=O)/C=C/c1ccc2ccccc2n1)c1c(N)n(Cc2ccccc2)c(=O)[nH]c1=O	12	7	100	1	2	-2.3	9	-8	4	7
CCOC(=O)C1CCN(C(=O)c2cc(C)n(C(C)(C)C)n2)CC1	3	-2	97	-3	13	1.0	-39	-1	4	5
Cc1cc(NC(=O)c2ccccc2-c2ccccc2)ccc1Br	3	-9	100	4	10	1.8	13	-4	-6	-6
COc1ccc(-c2cc(C)no2)cc1S(=O)(=O)N1CCCCC1	-7	-4	105	-13	-7	-0.9	-17	1	-3	10
Next part:
SMILES	TLR9-MyD88 block	H9c2 protect	ABCB6 inh MLPCN	NOD2 RIPK2 PPI	MC4R antagonist	MC4R ag barr	SRC2 inh	N-glyco inh	HTR2A ag	ABHD5 PLIN5 PPI
O=C(CCCC1=NS(=O)(=O)c2ccccc2N1)OCc1ccc(Cl)cc1	3	-10	96	-5	7	-1.4	-11	-2	-5	8
CCSc1nnc(NC(=O)CSc2nnc(-c3c[nH]c4ccccc34)n2C)s1	1	18	103	-15	0	0.4	13	0	2	4
CC(C)N1CCC(N2CCN(C/C=C/c3ccc(F)cc3)CC2CCO)CC1 (configuration not stated)	5	20	106	-10	15	-2.3	24	-1	-5	2
CCn1c(=O)c(C(=O)CN2CCN(Cc3ccc4c(c3)OCO4)CC2)c(N)n(Cc2ccccc2)c1=O	-2	4	100	0	-4	-2.1	-2	-3	-1	3
Cc1cc2cc(CN(CCCO)S(=O)(=O)c3cccc4nsnc34)c(=O)[nH]c2cc1C	6	31	97	-2	10	-2.4	8	4	4	4
CCC(=O)N1CCN(c2ccc(Cl)cc2NC(=O)c2ccc([N+](=O)[O-])o2)CC1	-6	9	97	-2	9	1.5	9	8	3	0
CCOC(=O)c1ccc2c(c1)nc(SCC(=O)N1CCCCC1)n2CC	-3	0	100	-8	0	-1.0	7	-1	6	6
CN(CC1COc2ccccc2O1)C(=S)NC1CCCCC1 (configuration not stated)	2	-7	96	-2	-1	-0.4	-8	-3	2	1
Cn1cc(Cl)c(C(=O)Nc2cccc(Cl)c2Cl)n1	-1	-8	107	-1	-4	1.1	-27	-2	2	-6
CCCCC1=CC2=CC(=O)C(C)(OC(=O)CC)C(=O)C2=CN1Cc1ccccc1 (configuration not stated)	4	4	109	1	-4	-1.3	-6	1	-2	-22
CCNc1nc(NCC)n2c(SCC(=O)N(CC)C3CCCCC3)nnc2n1	5	1	95	-45	-7	4.8	-11	-1	11	8
Cc1ccccc1C(=O)N1CCC(C(=O)N2CCN(Cc3ccc4c(c3)OCO4)CC2)CC1	-16	3	99	-8	6	-1.9	17	-2	5	2
COc1cc(C2NC(=O)NC(C)=C2C(=O)OCC2CCCO2)ccc1O (configuration not stated)	0	4	100	8	12	0.4	9	1	-2	-6
O=C1OC(c2cccc([N+](=O)[O-])c2)C2(CCCC2)C(=O)C12CCCCC2 (configuration not stated)	-2	-7	93	-2	12	1.6	2	-4	-1	-2
O=[N+]([O-])c1ccccc1OCCOc1ccccc1[N+](=O)[O-]	-4	-2	107	-2	-2	-2.1	-71	-1	2	1
Clc1cccc(-c2noc3ncnc(Nc4ccc5c(c4)OCO5)c23)c1	-6	-3	97	-11	5	0.2	5	-2	0	8
CCc1cc(=S)n2c([nH]c3ccccc32)c1C#N	-3	-9	99	1	3	-1.3	.	1	0	-2
Cc1cc(C)cc(NS(=O)(=O)c2coc(C(N)=O)c2)c1	-9	-7	102	3	10	-1.7	-16	0	-1	-1
COc1ccc(NC(=O)c2c(-c3ccccc3)noc2C)c(OC)c1	14	-4	103	-8	2	1.7	-5	-1	-3	2
COCCN(C(=O)CCC(=O)Nc1nccs1)C(C(=O)NC(C)(C)C)c1ccc(Cl)cc1 (configuration not stated)	-10	6	105	-12	7	2.2	-1	-1	2	4
CN(Cc1ccc(OC(F)F)cc1)C(=O)c1ccc2nccnc2c1	2	1	89	5	1	-0.1	-36	-1	0	0
Cc1nn(-c2ccccc2)c2sc(C(=O)NC3CCCCC3)cc12	-1	5	98	-9	15	0.7	-6	-3	-1	-10
O=C1CCCc2c1[nH]c1ccc(Br)cc21	-10	-5	110	1	20	3.6	-40	-3	1	1
O=C(CNc1ccc2ccccc2c1)NNC1=NCCC1	-12	-5	99	-5	4	-1.3	3	2	4	-5
O=C(Cc1ccccc1)NCCn1ccc2ccccc21	-10	15	100	4	0	0.0	7	4	6	-7
O=C(CN1C(=O)NC2(CCCCC2)C1=O)N1CCN(S(=O)(=O)c2ccc(F)cc2)CC1	1	-3	98	-3	1	-2.6	-19	-1	2	-6
COc1ccc2[nH]c3c(c2c1)CCN1C(=O)N([C@@H](C)C(=O)NCc2ccc(C)cc2)C(=O)[C@]31C	-5	-4	97	6	13	-0.2	-12	-2	7	-3
COc1ccc(-c2oc3cccnc3c2-c2ccc(OC)nc2)cc1	-4	-3	97	4	2	0.4	-14	-3	7	-10
O=C(CCNS(=O)(=O)c1ccccc1)N1CCCCCCC1	-5	-2	99	-8	8	2.3	0	1	0	-4

Not all compounds are listed, so the mix of outcomes need not match the whole.
